Screening data deposited in PubChem by National Center for Advancing Translational Sciences (NCATS).
uPA surface inh – qHTS for Inhibitors of Cell Surface uPA Generation; Potency, µM (highest dose often 38.3 µM), inactives show at the top dose activity change, negative = inhibition, hits mostly inhibitors; cell surface uPA generation assay, qHTS; 330,000 tested, 0.31% active; active means well fitted inhibition curve with a large enough effect; inconclusive means small, poorly fitted or top-dose-only effect; inactive means no such curve, though single readings can be large or run the other way; tested in mouse RAW 264.7 cells; further: on the % scale 0 is the no-effect control and ±100 the full control effect; nearly all actives have a fitted effect of over 55% in size
NPC1 prom act – qHTS Assay for NPC1 Promoter Activators; Huh7 NPC1 promoter luciferase reporter, 24 h; Potency, µM (series often up to 9.22 µM), for the others: at the top dose activation, usual class: activators; 320,000 tested, 2.4% active; AID 485313, 2010;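 further: % of control where 0% means no effect; nearly all actives have a fitted effect of over 60% in size; reporter is driven by a mutant NPC1 promoter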
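NPC1 promoter–luciferase Huh7 cells; 24 h compound; luminescence.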
MBNL1 CUG block – qHTS Assay for Inhibitors of MBNL1-poly(CUG) RNA binding; TR-FRET MBNL1-His/biotin-(CUG)12 binding, 665/545 ratio; AID 2675, 2010; 280,000 tested, 0.036% active; Potency, µM (top dose mostly 57.5 µM), without a hit: at the highest dose activity change, negative = inhibition, actives largely listed as inhibitors; active means well fitted inhibition curve with a large enough effect in the signal ratio, with a control signal flat, not every such curve was filed as active; inconclusive means small, poorly fitted or top-dose-only effect, or effect the other way, or a change in a side signal; inactive means no such curve, though single readings can be large or run the other way; the % refers to the signal ratio; further: on the % scale 0 is the no-effect control and ±100 the full control effect
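Inhibition of protein-RNA binding appears as loss of TR-FRET between terbium anti-His antibody on MBNL1-His and streptavidin-XL665 on biotin-(CUG)12. Activity is normalized to buffer-only and uninhibited-complex controls.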
CXXC DNA block – qHTS Fluorescence Polarization Assay for Inhibitors of MLL CXXC domain - DNA interaction | MLL-CXXC / FITC-HOXA9 DNA fluorescence polarization | Potency, µM (titrated, usually from 115 µM), without a hit: at the top dose activity change, negative = inhibition, most hits filed as inhibitors | 290,000 tested, 0.037% active; active means well fitted inhibition curve with a large enough effect in the polarisation, with a control signal flat, not every such curve was filed as active; inconclusive means small, poorly fitted or top-dose-only effect, or effect the other way, or a change in a side signal; inactive means no such curve, though single readings can be large or run the other way; the % refers to the polarisation
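Steps: dispense CXXC domain solution (7 uM) → pin compounds or unlabeled HOX-A9 DNA control → 5 min ambient → add FLSN-HOX-A9 solution (50 nM) → spin → 30 min ambient → fluorescence polarization. Tris pH 7.5/NaCl/DTT/BSA buffer.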
RORg inh – qHTS for inhibitors of ROR gamma transcriptional activity; Nuclear receptor ROR-gamma (Mus musculus), P51450; Drosophila S2 Gal4-RORgamma UAS-luciferase reporter, 20 h; Potency, µM (top dose mostly 53.6 µM), without a hit: top-dose activity change, negative = inhibition, actives largely listed as inhibitors; 310,000 tested, 5.4% active; further: on the % scale 0 is the no-effect control and ±100 the full control effect; nearly all actives have a fitted effect of over 60% in size
Target sequence (P51450 whole entry, looked up, the tested form may be a part): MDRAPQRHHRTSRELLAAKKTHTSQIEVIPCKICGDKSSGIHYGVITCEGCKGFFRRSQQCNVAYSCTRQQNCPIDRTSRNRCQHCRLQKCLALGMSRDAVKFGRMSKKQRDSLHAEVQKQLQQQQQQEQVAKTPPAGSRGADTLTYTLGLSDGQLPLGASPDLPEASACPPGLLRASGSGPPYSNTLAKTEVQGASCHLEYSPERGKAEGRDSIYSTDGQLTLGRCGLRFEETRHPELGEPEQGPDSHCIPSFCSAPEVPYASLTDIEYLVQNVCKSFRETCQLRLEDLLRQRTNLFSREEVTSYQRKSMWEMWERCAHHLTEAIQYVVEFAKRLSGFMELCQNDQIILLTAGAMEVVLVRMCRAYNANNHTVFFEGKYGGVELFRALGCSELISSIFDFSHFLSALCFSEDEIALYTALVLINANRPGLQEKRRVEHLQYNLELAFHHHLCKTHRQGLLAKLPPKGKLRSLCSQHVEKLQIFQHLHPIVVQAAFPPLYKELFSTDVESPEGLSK
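Stable Schneider cell line, Gal4 DNA-binding domain fused to ROR gamma, UAS-luciferase. Cmpd 1 hr RT → CuSO4 700 uM final → 20 hr RT → luciferase reagent 10 min → luminescence.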
Rab9 prom act – qHTS Assay for Rab9 Promoter Activators. Huh7 Rab9 promoter-luciferase reporter, luminescence, 24 h. Potency, µM (titrated, usually from 9.22 µM), for inactives: at the top dose activation, negative = inhibition, usual class: activators. 320,000 tested, 2.8% active. AID 485297, 2010; further: % of control where 0% means no effect; nearly all actives have a fitted effect of over 60% in size
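Promoter activation is measured as luciferase luminescence in Huh7 cells stably transfected with a Rab9 promoter–luciferase construct, following 24 h compound exposure at 37 °C and 10 min reagent incubation at ambient temperature.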
p53 reactivator – qHTS assay for re-activators of p53 using a Luc reporter. 320,000 tested, 0.063% active. AID 504706, 2011. H1299 p53-A138V BP100-luciferase reporter, luminescence, 24 h. Potency, µM (doses to about 92.2 µM), for the others: at the highest dose activity change, positive = activation, hits mostly activators; further: % of control where 0% means no effect; nearly all actives have a fitted effect of over 45% in size
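p53-null H1299 cells stably carrying temperature-sensitive p53-A138V and a BP100-luciferase reporter were pinned with compounds (4-point, 1:5 series) and held 24 hrs at 37 deg C. Luminescence was read 10 min after detection reagent.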
FLuc modulator – qHTS profiling assay for firefly luciferase inhibitor/activator using purifed enzyme and Km concentrations of substrates (counterscreen for miR-21 project); Luciferin 4-monooxygenase (Photinus pyralis), P08659; purified FLuc, Km substrates, luminescence inhibition; Potency, µM (highest dose often 57.5 µM), for inactives: at the highest dose activity change, negative = inhibition, usual class: inhibitors; 360,000 tested, 6.9% active;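 further: plate controls were vehicle for no effect and reference inhibitor for full effect; nearly all actives have a fitted effect of over 55% in size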
Target sequence (P08659 whole entry, looked up): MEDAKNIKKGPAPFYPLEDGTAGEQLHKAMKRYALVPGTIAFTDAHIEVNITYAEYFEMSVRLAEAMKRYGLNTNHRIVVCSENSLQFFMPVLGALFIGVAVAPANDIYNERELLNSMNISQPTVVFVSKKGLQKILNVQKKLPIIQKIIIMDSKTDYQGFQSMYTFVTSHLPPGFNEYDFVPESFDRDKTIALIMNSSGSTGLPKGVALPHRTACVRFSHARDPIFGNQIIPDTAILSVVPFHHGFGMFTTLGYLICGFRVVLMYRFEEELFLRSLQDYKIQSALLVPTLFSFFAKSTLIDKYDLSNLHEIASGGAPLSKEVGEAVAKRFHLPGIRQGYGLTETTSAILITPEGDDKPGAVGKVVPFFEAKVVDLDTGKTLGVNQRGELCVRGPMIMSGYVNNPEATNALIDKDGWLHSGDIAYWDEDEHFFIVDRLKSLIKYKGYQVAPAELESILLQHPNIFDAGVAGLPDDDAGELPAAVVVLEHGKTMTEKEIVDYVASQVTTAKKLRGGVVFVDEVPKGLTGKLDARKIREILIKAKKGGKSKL
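Purified P. pyralis luciferase, 10 nM final, with Km-level 10 uM D-luciferin and 10 uM ATP in 50 mM Tris acetate pH 7.5, 10 mM Mg acetate, 0.01% Tween-20, 0.05% BSA; 6-point qHTS titration about 60 µM downward; luminescence read.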
BRCA1 expr up – qHTS Assay to Identify Small Molecule Activators of BRCA1 Expression | MCF7-BRCA1-FFLuc reporter, luminescence, 48 h; response scale: scaled: vehicle 0%, 10 µM genistein 100% | Potency, µM (top dose mostly 46.1 µM), for inactives: at the top dose activation, most hits filed as activators | 380,000 tested, 1.1% active | AID 624202, 2012; further: nearly all actives have a fitted effect of over 80% in size; some results filed as inactive show a strong effect at the top dose
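MCF7-BRCA1-FFLuc cells, 2000/well in phenol-red-free MEM, attached 2 h then treated 48 h at 37 C. Luciferase luminescence read 15 min after reagent; normalized to genistein maximum activation (10microM) and DMSO, concentration-response fitted.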
ELG1 genotox – qHTS screen for small molecules that induce genotoxicity in human embryonic kidney (HEK293T) cells expressing luciferase-tagged ELG1. HEK293T ELG1-luciferase reporter, luminescence, 16 h. Potency, µM (top dose mostly 46 µM), without a hit: at the top dose activity change, positive = activation, usual class: activators. 330,000 tested, 1.3% active. AID 504466, 2011; further: % of control where 0% means no effect; nearly all actives have a fitted effect of over 60% in size
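Reporter readout depends on ELG1 protein level, which increases with genetic stress. After 16 hr compound exposure at 37 °C, luciferase activity was quantified using ONE-Glo.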
Gal4-VP16 FLuc – VP16 counterscreen qHTS for inhibitors of ROR gamma transcriptional activity | Drosophila S2 Gal4-VP16 UAS-luciferase, luminescence, 20 h | Potency, µM (series often up to 53.6 µM), inactives show at the top dose activity, negative = inhibition, usual class: inhibitors | 310,000 tested, 3.5% active | AID 2546, 2010;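 further: Gal4-VP16 expression switched on by copper sulfate through the metallothionein promoter; on the % scale 0 is the no-effect control and ±100 the full control effect; nearly all actives have a fitted effect of over 50% in size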
An asterisk follows results filed as active; ? = inconclusive; / = no result given; & = joins results of further samples; [ ] = another dose, or the depositor's remark. Unless noted, the call rests on the fitted dose curve; in most records, active means well fitted curve in the direction sought with a large enough effect; inconclusive means small, poorly fitted or top-dose-only effect, or another doubt; inactive means no such curve, though single readings can be large; an effect the other way counts as inactive or inconclusive. Potency means the concentration at half of the fitted maximal effect.

entry | SMILES | p53 reactivator | Gal4-VP16 FLuc | NPC1 prom act | MBNL1 CUG block | RORg inh | uPA surface inh | Rab9 prom act | CXXC DNA block | ELG1 genotox | FLuc modulator | BRCA1 expr up
1 | O=C(C1CCCN1S(=O)(=O)c1ccc(Br)cc1)N1CCOCC1 (configuration not stated) | -2.3% | -0.6% | 11.6% | -2.4% | 4.9% | -2.2% | -10.1% | 3.8% | -0.7% | 0.3% | -0.9%
2 | COc1cc([N+](=O)[O-])ccc1NC(=O)COC(=O)C=C(C)C | 3.2% | 3.7% | -0.3% | ? | 12.1% | -3.3% | 3.2% | -1.3% | -0.3% | 3.3% | 44.2%
3 | CCn1c(SCC(=O)Nc2nccs2)nnc1-c1ccccn1 | 23.7% | -3.5% | -2.9% | 4.0% | 0.3% | 0.3% | 6.2% | 5.6% | 0.6% | 1.6% | 20.2%
4 | Oc1[nH]c2ccc(Br)cc2c1N=Nc1nn[nH]n1 | -0.8% | -5.5% | -2.5% | ? | -1.4% | 3.0% | -6.1% | -13.8% | -0.2% | -17.5% | -2.2%
5 | Cc1cc(C)cc(N(C(=O)c2csnn2)C(C(=O)NC2CCCC2)c2ccccn2)c1 (configuration not stated) | 0.7% | 1.7% | 6.4% | 1.7% | 4.8% | 4.3% | 2.2% | -10.6% | -1.6% | 0.2% | -6.9%
6 | CC(C)CC(=O)c1c[nH]c(C(=O)N2CCN(Cc3ccccc3)CC2)c1 | 1.0% | -5.5% | -6.1% | -7.5% | 3.6% | 3.4% | -8.6% | -1.0% | 0.2% | -0.5% | 0.8%
7 | COc1nc(N=C(N)N)nc2c(C)cccc12 | 6.9% | -7.2% | 0.2% | -7.9% | 1.8% | 2.8% | -9.2% | -3.3% | 1.6% | 0.9% | -85.7%[inhibitor]
8 | O=C(Nc1ccc(S(=O)(=O)Nc2ccccn2)cc1)C(F)(F)F | -2.2% | 1.7% | -6.6% | -5.2% | 4.0% | / | -2.1% | 15.1% | -1.2% | 4.1% | -7.3%
9 | O=C(CC(c1ccccc1)c1cc(Br)ccc1O)NCc1ccco1 (configuration not stated) | -2.8% | 6.1% | -2.6% | 1.6% | 22.2% | 0.6% | -2.0% | -7.6% | -13.5% | 0.2% | -32.5%
10 | Cc1ccc(NC(=O)Cn2ncc3ccccc32)c(Cl)c1 | 16.6% | ? | 1.5% | -1.9% | 1.3% | 0.4% | 14.0% | -4.9% | 9.8% | -7.5% | ?
11 | COc1ccccc1C1NC(=O)NC(C)=C1C(=O)OC1CCCCC1 (configuration not stated) | -1.2% | -7.9% | -6.6% | -16.3% | -16.1% | 10.8% | -3.6% | -13.8% | 3.2% | 0.4% | 6.5%
12 | CN(C)/C=N/C(=S)Nc1ccc(Cl)cc1 | 5.6% | -10.0%[10 µM] | 29.9% | -4.3% | 6.31µM* | -5.3% | ? | -14.7% | ? | 13.5µM* | ?
13 | COC(=O)c1c(NC(=O)C2(C)Cc3ccccc3C(=O)O2)sc2c1CCCC2 (configuration not stated) | -18.9% | 0.2% | -2.2% | -3.6% | 26.6% | 2.6% | 1.1% | 0.7% | -5.0% | 0.4% | -49.5%
14 | COc1nccnc1NS(=O)(=O)c1ccc(NCc2ccccc2O)cc1 | -2.0% | -2.2% | -3.1% | 1.5% | 3.8% | 2.4% | 1.7% | 12.8% | 0.3% | -2.4% | -35.7%
15 | COc1ccc(C(CC(=O)NCc2ccccc2)Sc2n[nH]c(-c3ccc(Cl)cc3)n2)cc1 (configuration not stated) | -7.9% | -5.6% | -3.3% | / | -3.9% | 5.9% | -1.1% | 8.0% | -0.1% | -2.8% | -10.7%
16 | CCCCN(C(=O)c1cc2c(s1)CCC2)c1c(N)n(CCC)c(=O)[nH]c1=O | 10.1% | / | 1.7% | / | / | -0.2% | -2.2% | / | -0.6% | 1.1% | -4.0%
17 | CC(=O)c1ccc(S(=O)(=O)NCCCC(=O)N(C)Cc2ccc3c(c2)OCO3)cc1 | -5.6% | / | -10.5% | / | / | -1.1% | -2.7% | / | -2.7% | / | -18.5%
18 | O=C(Nc1cccc(-c2ccc(N3CCCCC3)nn2)c1)C(F)(F)F | -18.6% | 10µM* | 0.282µM* | ? | 6.31µM* | ? | 0.794µM* | 0.5% | ? | 1.35µM* | -56.8%
19 | CC(=O)N1CCCc2cc(S(=O)(=O)N3CCCC(C(=O)NCc4ccccc4)C3)ccc21 (configuration not stated) | ? | 1.8% | -3.1% | -6.1% | 14.2% | 12.1% | 0.3% | -0.1% | -0.7% | 0.3%&-1.2% | 0.0%
20 | COc1cc(/C=N/NC(=S)NC2CC3CC2C2C=CCC32)ccc1O (configuration not stated) | 27.2% | 4.47µM* | 24.5% | 13.1% | 1.58µM* | 2.3% | 2.2% | 24.8% | 4.9% | ? | -74.0%[inhibitor]
21 | COc1cc(/C=C(\C#N)C(=O)NC(C)C)cc(Cl)c1O | 1.6% | -9.9% | -0.4% | 14.9% | -17.8% | -15.7% | -3.2% | 25.1% | 1.5% | -10.2% | -4.4%
22 | COc1ccc(-c2nc(CSCC(=O)NCCCN3CCCC3=O)c(C)o2)cc1OC | -9.0% | -5.4% | -4.9% | -3.6% | 1.1% | 2.2% | -0.5% | 5.1% | 4.0% | -0.4% | 0.0%
23 | COc1ccc(OCCSc2nnc(C(C)NC(=O)c3ccccc3F)n2C)cc1 (configuration not stated) | 12.8% | -0.7% | -3.3% | -4.0% | -1.4% | 5.1% | -4.5% | -3.9% | -5.2% | -0.2% | -4.6%
24 | CCOC(=O)CN1N=C(/C=C/c2ccc(OCC)cc2)CCC1=O | 13.0% | 3.4% | 7.2% | ? | 43.6% | 0.4% | 26.0% | -1.9% | -0.5% | -15.0% | 31.3%
25 | Nc1ccccc1C(=O)NNc1ncc(C(F)(F)F)cc1Cl | -4.4% | 1µM* | 1.3% | -20.2% | 0.794µM* | / | -0.5% | 20.6% | -2.9% | 1.0% | -0.9%
26 | COc1ccc(NC2CCCN(C(=O)c3cccnc3SC)C2)cc1OC (configuration not stated) | -8.3% | 0.0% | -4.4% | 7.5% | -19.9% | 3.5% | 0.1% | 4.5% | 1.4% | -0.2% | 35.5%
27 | C=CCOc1c(Cl)cc(CNc2ccc3[nH]c(=O)[nH]c3c2)cc1OC | -3.0% | -5.0% | -8.0% | 13.8% | 28.4% | -2.6% | -2.7% | 5.2% | -2.5% | 4.9% | -45.6%
28 | COc1ccc(/C(O)=C2/C(=O)C(=O)N(Cc3cccnc3)C2c2ccco2)cc1OC (configuration not stated) | 6.5% | 1.2% | -4.8% | 24.2% | -17.1% | -3.0% | -0.5% | -6.6% | 0.4% | -1.3% | 8.3%
29 | COc1ccc(N2CCN(CCCNC(=O)C(=O)c3c[nH]c4ccccc34)CC2)cc1 | ? | 8.8% | -2.9% | -5.5% | -6.5% | -4.9% | -0.2% | 4.9% | -12.9% | -1.6% | -11.8%
30 | COc1cc(Br)c(Br)cc1N | -4.0% | 5.0% | 0.6% | 8.0% | 12.4% | 5.8% | 10.1% | -19.0% | -1.0% | 4.7% | -13.7%
31 | Cc1ccc(C(=C2C3C=CC2C2C(=O)NC(=O)C32)c2ccc(C)cc2)cc1 (configuration not stated) | -13.1% | -21.2% | -4.3% | -3.9% | -15.6% | / | 1.1% | 7.4% | -11.2% | 1.4% | -29.1%
32 | CCOC(=O)CSc1nc(Cc2ccccc2)nc2ccccc12 | 12.6% | 5.2% | -2.5% | -0.2% | 3.2% | -5.7% | -5.8% | -0.4% | -4.3% | ? | 10.6%
33 | CCOc1ccccc1NC(=O)c1ccc(-n2cncn2)nc1 | -1.8% | -3.1%[10 µM] | -0.7% | 0.8% | -5.8% | -0.8% | -2.8% | -14.8% | -1.4% | 5.1% | -6.2%
34 | COc1ccccc1CC(=O)Nc1ccc(-c2noc(COc3ccc(Br)cc3)n2)cc1 | 3.9% | -10.1% | -0.4% | 7.9% | 11.0% | 0.8% | -5.2% | 3.3% | ? | 2.0% | -38.0%
35 | CC1(C)CC2CC(C)(CN2S(=O)(=O)c2ccc(C(=O)Nc3ccc(Cl)c(S(=O)(=O)N4CCOCC4)c3)cc2)C1 (configuration not stated) | 12.2% | 12.6µM* | -29.7% | 1.4% | ? | 3.2% | -25.8% | 23.8% | 1.2% | 10.4% | -68.0%

Only part of the results is shown. The share of hits here may be higher or lower than overall.
